High-throughput results from PubChem BioAssay.
EPAC2 antagonist: blocks human EPAC2 exchange factor. Q8WZA2. EPAC2 GEF exchange of Rap1B-BODIPY-GDP, fluorescence. Potency, µM (highest dose often 114 µM), without a hit: at the highest dose activity, negative = inhibition, hits mostly inhibitors. 360,000 tested, 0.18% active. AID 720708; note: potency is the fitted concentration of half-maximal effect; % is set by controls: 0 for no effect and ±100 for the full control effect; nearly all actives have a fitted effect of over 45% in size; many of its hits are not listed in these tables
Abeta rescue: A-beta toxicity reversal in yeast. yeast expressing A-beta42, growth rescue, OD600, 48 h; response scale: 0% DMSO, 100% iron-clioquinol control. Potency, µM (titrated, usually from 46.1 µM), for the others: at the top dose growth rescue, most hits filed as activators. 410,000 tested, 0.063% active. AID 1347071; note: potency is the fitted concentration of half-maximal effect; nearly all actives have a fitted effect of over 55% in size
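Growth rescue measured by 600 nm absorbance after 48 h yeast culture at 30 C with compound. Values normalized between DMSO and an equimolar ferric chloride plus clioquinol control.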
D3 antag: blocks the human D3 dopamine receptor; D3R cells, DiscoveRx beta-arrestin luminescence, antagonist mode; active compounds read low; max response, negative = inhibition, %; 360,000 tested, 2.5% active; AID 652054; in the data active = max response below about -50%; inconclusive = no clear call, values can overlap the other calls; note: % is set by controls: 0 for no effect and ±100 for the full control effect; mostly tested at two doses, the higher about 12 µM
Target sequence (P35462 whole entry, looked up): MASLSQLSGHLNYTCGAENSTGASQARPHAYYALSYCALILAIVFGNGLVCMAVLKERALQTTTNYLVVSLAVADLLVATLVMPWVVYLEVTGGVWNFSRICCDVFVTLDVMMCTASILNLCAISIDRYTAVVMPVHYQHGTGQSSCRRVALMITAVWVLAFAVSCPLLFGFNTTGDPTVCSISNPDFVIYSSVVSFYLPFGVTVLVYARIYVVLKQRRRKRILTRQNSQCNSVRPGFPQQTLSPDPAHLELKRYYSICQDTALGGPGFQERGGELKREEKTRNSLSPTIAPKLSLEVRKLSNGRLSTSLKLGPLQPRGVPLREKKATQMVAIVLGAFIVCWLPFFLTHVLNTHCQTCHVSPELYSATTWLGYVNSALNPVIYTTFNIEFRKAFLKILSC
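Cells expressing the human receptor were seeded at 1500 cells/well, incubated overnight at 37 degrees C in 5% CO2, then exposed to library compounds with dopamine controls for 90 minutes at 37 degrees C before luminescent detection.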
aSyn yeast inh: alpha-synuclein toxicity inhibition in yeast; 370,000 tested, 0.14% active; Potency, µM (top dose mostly 46.1 µM), for the others: top-dose growth rescue (activation), hits mostly activators; Yeast expressing alpha-synuclein, growth rescue, BacTiter-Glo, 24 h; AID 652106; note: potency is the fitted concentration of half-maximal effect; % of control where 0% means no effect; nearly all actives have a fitted effect of over 65% in size
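Galactose-induced alpha-syn yeast (OD600=0.02, raffinose-pregrown) + pinned cpd, 24 hr, 30 deg C; growth by BacTiter-Glo luminescence. Growth restoration scores as activation.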
EPAC2 agonist: agonists of human EPAC2 (RAPGEF4) | Q8WZA2 | 360,000 tested, 0.079% active | Potency, µM (series often up to 154 µM), for inactives: at the top dose activation, most hits filed as activators | EPAC2 activation, biochemical qHTS; response scale: 100% = 6.5 mM cAMP response; note: potency is the fitted concentration of half-maximal effect; nearly all actives have a fitted effect of over 50% in size
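Exchange assay: 100 nM EPAC2 with 250 nM Rap1B-BODIPY-GDP and 50 uM GDP. Fluorescence (ex 480/em 540 nm) read every 5 min for 30 min at room temperature. Data normalized to 6.5 mM cAMP as agonist control.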
D3 ag: agonists of human D3 dopamine receptor; D3R DiscoveRx beta-arrestin cells, luminescence, 90 min; 410,000 tested, 0.58% active; max activation, %; in the data active = max activation above about 30%; note: 0% is about no effect; mostly tested at two doses, the higher about 12 µM
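Agonist-mode cell screen: cells plated at 1500/well and incubated overnight at 37 °C, then exposed to library compounds for 90 min at 37 °C. Detection reagent was added for 30–60 min at room temperature, and luminescence was read.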
FUS suppressor: suppressors of FUS proteinopathy in yeast; S. cerevisiae FUS-expressing, growth rescue, OD600, 24 h; Potency, µM (series often up to 76.6 µM), inactives show at the top dose growth rescue (activation), usual class: activators; 390,000 tested, 0.24% active;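 note: potency is the fitted concentration of half-maximal effect; plate controls were DMSO vehicle for no effect and reference control for full effect; nearly all actives have a fitted effect of over 55% in size; some results filed as inactive show a strong effect at the top dose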
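S. cerevisiae expressing FUS from galactose induction served as the toxicity model. Growth after 24hr at 30C, read as absorbance at 600 nm, indicates suppression of toxicity; compounds dosed at several concentrations.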
TDP-43 yeast inh: inhibitors of TDP-43 toxicity in yeast; TDP-43 expressing yeast growth rescue, BacTiter-Glo, 24 h; Potency, µM (doses to about 46.1 µM), inactives show at the highest dose growth rescue (activation), actives largely listed as activators; 410,000 tested, 1.8% active; AID 652104; note: potency is the fitted concentration of half-maximal effect; % of control where 0% means no effect; nearly all actives have a fitted effect of over 50% in size
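Cell-based yeast growth screen: TDP-43 expression induced in galactose, inoculum OD600=0.02 after raffinose pregrowth to mid-log. Read-out BacTiter-Glo luminescence at 24 hr, 30 deg C; inhibition of toxicity seen as signal increase.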
Active calls of the source: *; u = inconclusive; x = not tested or not shown; & = joins results of further samples; [ ] = remark or other dose. Unless noted, calls come from the whole dose curve; as a rule, active = well fitted curve in the direction sought with a large enough effect; inconclusive = small, poorly fitted or top-dose-only effect, or another doubt; inactive = no such curve, though single readings can be large; an effect the other way counts as inactive or inconclusive. Not all compounds are listed (hit frequency here may not be typical).

1: CC(C)N(Cc1nc(-c2ccccc2)no1)C(=O)c1ccc(Cl)cc1
2: O=C(CN1CCN(C(c2ccccc2)c2ccccc2)CC1)NCc1ccccc1
3: CCOC(=O)C1CCN(c2cc3c(cc2NC(=O)c2ccccc2Cl)n(C)c(=O)n3C)CC1
4: O=C(COC(=O)c1cc(=O)[nH]c2ccccc12)Nc1ccc(Cl)c(S(=O)(=O)N2CCOCC2)c1
5: Cc1ccc(N(CC(=O)N/N=C/c2cc(C)n(-c3ccccc3C)c2C)S(C)(=O)=O)cc1
6: Cc1c(C)n(Cc2ccccc2)c2ncnc(N)c12

assay / compound	1	2	3	4	5	6
EPAC2 antagonist	u	-6%	-24%	9%	-4%	21%
Abeta rescue	u	6%	-32%	-4%	7%	18%
D3 antag	-1	-3	47	-9	-19	14
aSyn yeast inh	4%	1%	23%	-1%	1%	0%
EPAC2 agonist	5%	-2%	7%	1%	9%	4%
D3 ag	1	-21	3&-2	-9	-18	0
FUS suppressor	19%	8%	u	x	14%	22%
TDP-43 yeast inh	u	-2%[9.22 µM]	u	-11%	9%	0%

7: C=CCc1cc(OC)ccc1OCC(O)CN1CCN(c2ccc(OC)cc2)CC1 (stereo not given)
8: O=C(Nc1ccc(S(=O)(=O)N2CCCc3ccccc32)cc1)C1CCCO1 (stereo not given)
9: Fc1ccc(NC(=S)NN2CCOCC2)cc1Cl
10: Cc1nn(C)c2c1c(-c1ccccc1)cc(=O)n2CC(=O)NC(C)c1ccccc1 (stereo not given)
11: Cc1cccc(C)c1NC(=S)N/N=C/c1ccccc1C(=O)O
12: O=C(c1ccc(Br)o1)N1CCN(c2ccc(F)cc2)CC1

assay / compound	7	8	9	10	11	12
EPAC2 antagonist	-6%&-12%	-7%	2%	x	-6%	-1%
Abeta rescue	19%&5%	14%	-1%	14%	5%	20%
D3 antag	u	-14	2	x	-2	22
aSyn yeast inh	2%&-2%	13%	7%	x	2%	8%
EPAC2 agonist	-11%&2%	10%	0%	x	-3%	-1%
D3 ag	18&-2	-34	-8	-1	-4	-3
FUS suppressor	25%&24%	26%	0%	-1%	7%	4%
TDP-43 yeast inh	16%&-3%	3%	3%	21%	1%	13µM*

13: CCCNC(=O)c1ccc(Cn2c(=O)c3cccn3c3cccnc32)cc1
14: COc1ccc2nc(NC(=O)c3c(C)noc3C)sc2c1
15: CC(C)=CCN1CCN(Cc2cccc3nonc23)CC1CCO (stereo not given)
16: CC1(C(=O)Nc2cnc3ccccc3c2)CCN1Cc1ccccc1OC(F)F (stereo not given)
17: Cc1cccc(-c2nnc(SCC(=O)Nc3ncccn3)n2C)c1
18: O=C(CSC1=NS(=O)(=O)c2cc(F)ccc2N1)NCc1ccccc1

assay / compound	13	14	15	16	17	18
EPAC2 antagonist	x	u	-2%	-4%	-4%	-7%
Abeta rescue	-21%	-36%[inhibitor]	-15%	7%	6%	-1%
D3 antag	x	-2	-24	16	-21	19
aSyn yeast inh	x	1%	-2%	4%	0%	-1%
EPAC2 agonist	x	-3%	-1%	10%	-2%	11%
D3 ag	2	2	-9	15	-11	1
FUS suppressor	-27%	-11%	24%	-11%	18%	26%
TDP-43 yeast inh	u	16%	-16%	14%	1%	8%

Given in markdown: two of the compounds above
| No. | SMILES | EPAC2 antagonist | Abeta rescue | D3 antag | aSyn yeast inh | EPAC2 agonist | D3 ag | FUS suppressor | TDP-43 yeast inh |
| --- | --- | --- | --- | --- | --- | --- | --- | --- | --- |
| 18 | O=C(CSC1=NS(=O)(=O)c2cc(F)ccc2N1)NCc1ccccc1 | -7% | -1% | 19 | -1% | 11% | 1 | 26% | 8% |
| 14 | COc1ccc2nc(NC(=O)c3c(C)noc3C)sc2c1 | u | -36%[inhibitor] | -2 | 1% | -3% | 2 | -11% | 16% |

Given tab-delimited: entries from further up
no.	structure	EPAC2 antagonist	Abeta rescue	D3 antag	aSyn yeast inh	EPAC2 agonist	D3 ag	FUS suppressor	TDP-43 yeast inh
15	CC(C)=CCN1CCN(Cc2cccc3nonc23)CC1CCO (stereo not given)	-2%	-15%	-24	-2%	-1%	-9	24%	-16%
18	O=C(CSC1=NS(=O)(=O)c2cc(F)ccc2N1)NCc1ccccc1	-7%	-1%	19	-1%	11%	1	26%	8%
16	CC1(C(=O)Nc2cnc3ccccc3c2)CCN1Cc1ccccc1OC(F)F (stereo not given)	-4%	7%	16	4%	10%	15	-11%	14%
17	Cc1cccc(-c2nnc(SCC(=O)Nc3ncccn3)n2C)c1	-4%	6%	-21	0%	-2%	-11	18%	1%
13	CCCNC(=O)c1ccc(Cn2c(=O)c3cccn3c3cccnc32)cc1	x	-21%	x	x	x	2	-27%	u

Other structures.
19: CC1CCN(S(=O)(=O)c2cn(CC(=O)N3CC(C)CC(C)C3)c(=O)c3ccccc23)CC1 (stereo not given)
20: COc1ccc(CCNC2=NCCS2)cc1
21: Cc1ccc(CCNC(=O)c2sc3nc4n(c(=O)c3c2C)CCCC4)cc1
22: O=C(Cc1ccc(NC(=O)C2CCCN(C(=O)CCc3ccccc3)C2)cc1)Nc1cccc(C(=O)N2CCCCC2)c1 (stereo not given)
23: COc1ccc(C2=CC(=O)C[C@H](c3ccc4c(c3)OCO4)C2)cn1
24: CCOC(=O)C1=C(COC(=O)COc2cccc(C)c2C)NC(=O)NC1C (stereo not given)

assay / compound	19	20	21	22	23	24
EPAC2 antagonist	-2%	13%	x	15%	6%	5%
Abeta rescue	1%	17%	-15%	-10%	6%	-4%
D3 antag	-29	u	x	-18	0	-6
aSyn yeast inh	6%	-6%	x	-4%	2%	7%
EPAC2 agonist	5%	-4%	x	7%	9%	7%
D3 ag	-3	2	6	22	10	-3
FUS suppressor	x	-1%	40%	u	1%	-1%
TDP-43 yeast inh	2%	10%	16µM*	12%	14%	9%

25: CSc1nc(-c2ccccc2)nn1S(=O)(=O)c1ccc(Cl)cc1
26: CCOc1ccc(NC2CCN(C(C)=O)CC2)cc1
27: CCCc1c(-c2cccc(Br)c2)ncn1Cc1cccc(-c2ccccc2)c1
28: Cc1noc(C)c1CSc1ccccc1C(=O)N1CCN(c2ccccc2)CC1
29: COc1ccc(N2CCN(C3CCCN(C(=O)CSC)C3)CC2)cc1 (stereo not given)
30: CCC(C)NC(=O)CCn1ccc2cc(S(=O)(=O)N3CCCC3)ccc21 (stereo not given)

assay / compound	25	26	27	28	29	30
EPAC2 antagonist	-1%	-4%	-4%	8%	-5%	0%
Abeta rescue	4%	-1%	8%	-16%	-4%	20%
D3 antag	-9	11	-17	-2	-3	5
aSyn yeast inh	12%	u	-1%	5%	-5%	-6%
EPAC2 agonist	-4%	3%	12%	0%	12%	9%
D3 ag	-2	3	-15	7	-5	1
FUS suppressor	3%	-23%	38%	u	-16%	-6%
TDP-43 yeast inh	-16%	8%	u	13%	7%	8%

31: CC[N+]1(CC)CC2=Cc3ccccc3CC2C1 (stereo not given)
32: N#CC(OC(=O)c1ccccc1)c1ccccc1 (stereo not given)
33: CN(C)c1ncnc2c1ncn2[C@H]1CN(Cc2ccco2)C[C@@H](CO)O1
34: COc1ccccc1CNS(=O)(=O)CCNCc1ccco1
35: CSCC[C@H](NC(=O)N1CCn2c1nc1ccccc12)C(=O)NCc1ccc(C)cc1
36: O=C(NCc1ccncc1)[C@@H]1CCCN1C(=O)[C@@H]1CCCN1

assay / compound	31	32	33	34	35	36
EPAC2 antagonist	-17%	-24%	4%	16%	u	6%
Abeta rescue	7%	7%	-17%	-3%	7%	-1%
D3 antag	26	-17	-19	14	22	28
aSyn yeast inh	2%	u	-2%	-6%	5%	1%
EPAC2 agonist	-1%	13%	13%	5%	3%	6%
D3 ag	1	-10	-3	3	-1	0
FUS suppressor	-23%	-26%	-15%	-24%	27%	-17%
TDP-43 yeast inh	7%	-1%	17%	6%	13%	17%

37: NNC(=O)CN(CCc1ccccc1)S(=O)(=O)c1ccc(Cl)cc1
38: CCC(Oc1ccccc1)C(=O)Nc1ccccc1OCc1cc(=O)n2ccccc2n1 (stereo not given)
39: CC#CCN1c2ccccc2[C@]23C[C@@H](C(=O)OC)N(C(=O)C4CCC4)C2=NC(C(=O)OC)=C(C(=O)OC)[C@H]13
40: COC(=O)c1ccccc1NC(=O)c1cc2ncc(Br)cn2n1
41: C[C@H](CO)N1C[C@H](C)[C@@H](CN(C)S(=O)(=O)c2ccccc2)Oc2c(NC(=O)C3CCCCC3)cccc2C1=O
42: CO/N=C(/CNC(=O)c1ccc(Cl)cc1Cl)c1ccc(Cl)cc1

assay / compound	37	38	39	40	41	42
EPAC2 antagonist	-9%	x	1%	-1%	-9%	7%
Abeta rescue	9%	-14%	5%	13%[9.22 µM]	-6%	-1%
D3 antag	4	x	-18	7	12	12
aSyn yeast inh	2%	x	12%	0%	-2%	9%
EPAC2 agonist	6%	x	11%	-1%	-2%	-2%
D3 ag	-1	7	8	6	15	5
FUS suppressor	17%	29%	u	-51%	27%	x
TDP-43 yeast inh	-12%	0%	6%	12%	2%	15%

43: COC(=O)c1ccc(Cn2c(SCC(=O)N(C)c3ccccc3)nc3ccccc32)cc1
44: COc1cc(N(C(C)=O)c2ccc(O)c(C(=O)O)c2)c2ncccc2c1
45: COc1ccc(C(=O)Nc2ccc(NC(=O)C3CC3)cn2)cc1
46: COc1ccccc1N1CCN(C(=O)C(=O)N/N=C/c2ccccc2F)CC1
47: CN1C2C=C3C(C#N)=C(N)C(C#N)(C#N)[C@@H](c4ccsc4)[C@@H]3C1CC2 (stereo not given in full)

assay / compound	43	44	45	46	47
EPAC2 antagonist	x	-8%	-2%	33%[activator]	4%
Abeta rescue	-16%	5%	-4%	-6%	-2%
D3 antag	x	0	8	19	28
aSyn yeast inh	x	0%	-6%	1%	8%
EPAC2 agonist	x	5%	0%	0%	3%
D3 ag	-12	4	13	-8	17
FUS suppressor	u	11%	8%	x	x
TDP-43 yeast inh	u	24%	7%	-13%	1%
